D3 antag = antagonists of human D3 dopamine receptor; P35462; D3R cells, DiscoveRx beta-arrestin luminescence, antagonist mode; hits give low values; max response, negative = inhibition, %; 360,000 compounds, 2.5% hits; AID 652054; in the data active means max response below about -50%; inconclusive means no clear call, values can overlap the other calls; further: on the % scale 0 is the no-effect control and ±100 the full control effect; mostly tested at two doses, the higher about 12 µM
Target sequence (P35462 whole entry, looked up): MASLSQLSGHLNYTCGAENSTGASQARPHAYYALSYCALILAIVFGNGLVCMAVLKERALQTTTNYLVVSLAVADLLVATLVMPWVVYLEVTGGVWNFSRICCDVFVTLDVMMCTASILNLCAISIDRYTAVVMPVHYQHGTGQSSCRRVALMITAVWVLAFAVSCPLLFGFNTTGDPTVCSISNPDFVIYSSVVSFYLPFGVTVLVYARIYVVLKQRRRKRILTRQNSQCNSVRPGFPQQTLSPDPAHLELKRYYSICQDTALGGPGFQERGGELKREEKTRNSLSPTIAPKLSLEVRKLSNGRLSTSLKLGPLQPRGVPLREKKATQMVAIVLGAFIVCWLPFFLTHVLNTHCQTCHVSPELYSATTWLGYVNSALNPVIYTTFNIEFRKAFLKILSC
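Cells plated overnight at 1500 cells/well, then exposed to library compounds with dopamine controls for 90 minutes at 37 degrees C. DiscoveRx reagent added for 30–60 minutes at room temperature; luminescence read, quantitative HTS format.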
Abeta rescue = restores growth of yeast expressing A-beta42 peptide; yeast expressing A-beta42, growth rescue, OD600, 48 h; response scale: 0% DMSO, 100% iron-clioquinol control; Potency, µM (titrated, usually from 46.1 µM), for inactives: at the top dose growth rescue, actives largely listed as activators; 410,000 compounds, 0.063% hits; AID 1347071; further: potency means the concentration at half of the fitted maximal effect; nearly all actives have a fitted effect of over 55% in size
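Growth rescue measured by 600 nm absorbance after 48 h yeast culture at 30 C with compound. Values normalized between DMSO and an equimolar ferric chloride plus clioquinol control.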
FUS suppressor = rescues growth of FUS-expressing yeast; S. cerevisiae FUS-expressing, growth rescue, OD600, 24 h; Potency, µM (highest dose often 76.6 µM), without a hit: at the highest dose growth rescue (activation), usual class: activators; 390,000 compounds, 0.24% hits; AID 1347120;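 further: potency means the concentration at half of the fitted maximal effect; plate controls were DMSO vehicle for no effect and reference control for full effect; nearly all actives have a fitted effect of over 55% in size; some results filed as inactive show a strong effect at the top dose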
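Yeast FUS proteinopathy model; galactose-induced FUS (2%), starting OD 0.005. Cpds in dilution series, 24hr, 30C, 99% humidity. Abs 600 nm growth. Pos ctrl CP55940 (top 92uM final); neg ctrl DMSO.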
GLP1R ag = activates the human GLP-1 receptor; P43220; HEK293 GLP-1R CRE-luciferase, luminescence, 4-6 h; cells express a hypersensitive GLP-1R form; Potency, µM (titrated, usually from 45.6 µM), for the others: top-dose activation, actives largely listed as activators; 380,000 compounds, 0.007% hits; further: potency means the concentration at half of the fitted maximal effect; % of control where 0% means no effect
TDP-43 yeast inh = inhibitors of TDP-43 toxicity in yeast | 410,000 compounds, 1.8% hits | TDP-43 expressing yeast growth rescue, BacTiter-Glo, 24 h | Potency, µM (titrated, usually from 46.1 µM), without a hit: at the highest dose growth rescue (activation), actives largely listed as activators; further: potency means the concentration at half of the fitted maximal effect; % of control where 0% means no effect; nearly all actives have a fitted effect of over 50% in size
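Yeast cells expressing TDP-43 under galactose induction are exposed to compounds for 24 hr at 30 deg C. BacTiter-Glo luminescence measures growth, so protective compounds score as activators.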
pAkt inh = inhibitors of Akt phosphorylation; Neuro2A IGF-stimulated pAkt S473 HTRF, 20 min; hits give low values; activity change, % for hits at 50 µM; 360,000 compounds, 0.32% hits; AID 651550; in the data active means activity change below about -80%; inconclusive means mostly about -51% to -80%; further: on the % scale 0 is the no-effect control and ±100 the full control effect
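Neuro2A cells in DMEM with 0.5% FBS, overnight at 37 deg C, given compound at single 50 µM final, then IGF (6 nM final) for 20 min at 37 deg C. Lysed; phospho-Akt Ser473 by HTRF after 24 h, 665/615 ratio.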
aSyn rescue = alpha-synuclein toxicity inhibition in yeast | Potency, µM (titrated, usually from 46.1 µM), inactives show at the highest dose growth rescue (activation), most hits filed as activators | 370,000 compounds, 0.14% hits | Yeast expressing alpha-synuclein, growth rescue, BacTiter-Glo, 24 h; further: potency means the concentration at half of the fitted maximal effect; % of control where 0% means no effect; nearly all actives have a fitted effect of over 65% in size
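Readout is rescue of growth in alpha-synuclein-expressing yeast, so inhibitors of toxicity appear as activators. Growth after 24 hr at 30 deg C in galactose medium is quantified by luminescence.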
GLP-1R inv ag = GLP-1 receptor (human) inverse agonism | HEK293 GLP-1R CRE-luciferase, luminescence, 24 h; GLP-1R form is constitutively active | Potency, µM (top dose mostly 38.3 µM), without a hit: at the highest dose activity change, negative = inhibition, hits mostly inhibitors | 410,000 compounds, 1.6% hits | AID 624417; further: potency means the concentration at half of the fitted maximal effect; on the % scale 0 is the no-effect control and ±100 the full control effect; nearly all actives have a fitted effect of over 55% in size
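HEK293 cells stably co-expressing constitutively active GLP-1R and a cAMP-responsive luciferase reporter were seeded in DMEM with 10% Nu serum, given compounds after 12 h, and incubated 24 h at 37 deg C. Luminescence was then read.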
PTHR1 ag = activates the human parathyroid hormone receptor PTHR1. Potency, µM (top dose mostly 115 µM), for inactives: top-dose activation, usual class: activators. AID 743266. HEK293 GP2 PTHR1 cells, GloSensor cAMP luminescence, 1 h. 410,000 compounds, 0.075% hits. Q03431; further: potency means the concentration at half of the fitted maximal effect; nearly all actives have a fitted effect of over 55% in size; some results filed as inactive show a strong effect at the top dose; inactives centre near -15; many of its hits are not listed in these tables
Target sequence (Q03431 whole entry, looked up): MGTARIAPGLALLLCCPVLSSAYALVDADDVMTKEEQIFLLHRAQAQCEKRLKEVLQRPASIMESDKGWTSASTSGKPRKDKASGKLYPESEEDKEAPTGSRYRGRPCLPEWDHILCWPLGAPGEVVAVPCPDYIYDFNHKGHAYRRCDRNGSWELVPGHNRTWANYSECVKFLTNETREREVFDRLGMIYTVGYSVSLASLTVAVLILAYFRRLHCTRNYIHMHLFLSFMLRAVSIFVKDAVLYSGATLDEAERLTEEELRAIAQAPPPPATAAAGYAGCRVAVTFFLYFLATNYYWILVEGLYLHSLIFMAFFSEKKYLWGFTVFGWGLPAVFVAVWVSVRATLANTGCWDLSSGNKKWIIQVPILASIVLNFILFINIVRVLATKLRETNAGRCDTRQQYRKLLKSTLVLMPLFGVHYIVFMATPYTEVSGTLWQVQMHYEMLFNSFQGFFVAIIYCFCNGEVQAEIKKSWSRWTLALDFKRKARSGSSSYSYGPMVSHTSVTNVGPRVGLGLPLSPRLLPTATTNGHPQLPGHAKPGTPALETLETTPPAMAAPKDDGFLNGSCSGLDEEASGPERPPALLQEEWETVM
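HEK-293-derived GP2 cells expressing PTHR1 and a GloSensor cAMP reporter, 3,000/well, plated overnight, given luciferin plus IBMX (each 0.5 mM as added) for 1 h at 37 °C, then compound for 1 h at 37 °C. Luminescence was read after 15 min at room temperature.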
An asterisk follows results filed as active; i = inactive; ? = inconclusive; nt = not tested or not shown; & = joins results of further samples; [ ] = another dose, or the depositor's remark. Unless noted, the call rests on the fitted dose curve; in most records, active means well fitted curve in the direction sought with a large enough effect; inconclusive means small, poorly fitted or top-dose-only effect, or another doubt; inactive means no such curve, though single readings can be large; an effect the other way counts as inactive or inconclusive.

SMILES	D3 antag	Abeta rescue	FUS suppressor	GLP1R ag	TDP-43 yeast inh	pAkt inh	aSyn rescue	GLP-1R inv ag	PTHR1 ag
COc1ccc(NC(=O)C2CCCN(c3cnccn3)C2)c(OC)c1 (configuration not stated)	-16.7	2.9%&-2.9%	12.1%&-1.9%	-4.1%	7.4%&20.0%	i	0.1%	15.5%&6.3%	8.0%
Cc1nnc(SCc2cc(=O)c3cc(F)ccc3[nH]2)n1C	nt	3.7%	2.2%	nt	13.1%	nt	nt	14.7%	i
Cc1ccc(Cl)cc1N1CCN(S(C)(=O)=O)CC1	-15.4	8.1%	-6.1%	-4.0%	1.5%	i	11.2%	-12.1%	-6.2%[57.5 µM]
CCc1ccccc1NC(=O)N1C2CCCC1CC(NC(C)=O)C2 (configuration not stated)	-2.6	-5.4%	18.5%	-0.3%	-1.4%	i	-0.4%	2.2%	-1.4%[57.5 µM]
Fc1ccc(CSc2ccc3nnc(-c4cccs4)n3n2)cc1	-1.4	4.3%	-19.6%	1.1%	8.0%	i	-4.4%	4.4%	-4.4%
Cc1c(C(=O)OC2CCCCC2)[nH]c2c1C(=O)CC(C)(C)C2	8.8	10.0%	-4.1%	21.1%	3.5%	i	3.1%	?	i
CCOc1cc(CNn2nnnc2N)ccc1OCC(=O)NC(C)(C)C	6.6	7.7%	23.4%	-0.2%	0.0%	i	0.0%	0.0%	i
CC1CN(c2ccc(NC(=O)c3ccco3)cc2C(=O)O)CC(C)O1 (configuration not stated)	0.0	-3.9%	2.2%	7.9%	-6.0%	i	-1.0%	10.7%	i
CCc1ccc(NC(=O)c2ccc3[nH]c(C)c(C)c3c2)cc1	nt	1.6%	4.4%	nt	-9.7%	nt	nt	8.4%	-6.2%
COc1ccc(N(CC(=O)N2CCN(c3ccc(F)cc3)CC2)S(=O)(=O)c2c(C)nn(C)c2C)cc1	nt	6.6%	39.8%	0.5%	0.0%	nt	nt	8.8%	i
Cc1occc1C(=O)Nc1cc(=O)n(C)c(=O)n1C	0.9	-4.2%	-29.1%	-5.6%	-17.6%	i	8.5%	-2.5%	i
CC12CCC=CC1=C(C=O)C1C2CCC2(C)C(O)CCC12 (configuration not stated)	21.6	-30.4%	4.2%	7.9%	-25.2%	i	7.0%	11.2µM*	-11.1%
O=C1CCC(c2ccccc2)(c2ccccc2)CC1	-4.2	-7.7%	-26.1%	-10.0%	3.9%	i	16.6%	?	i
CCCCCNC(=O)C(C1CC1)n1c(=O)c(-c2cc3ccccc3[nH]2)nc2ccccc21 (configuration not stated)	23.0	-19.1%	42.3%	nt	28.9%	i	?	?	-4.8%
CCCOc1ccc(C(CC(=O)O)NC(=O)CC(c2ccccc2)c2ccccc2)cc1 (configuration not stated)	-2.6	-1.6%	29.4%	-0.2%	-13.5%	i	-11.1%	?	-0.3%
CCC(Cc1ccccc1)NC(=O)Cn1ncc2ccsc2c1=O (configuration not stated)	5.5	2.1%	-11.6%	-5.8%	6.2%	i	-6.6%	4.2%	-10.8%
O=S(=O)(c1ccccc1)N1N=C(c2ccc(Br)cc2)CC1c1ccco1 (configuration not stated)	-6.5	8.6%	-0.3%	10.3%	?	i	0.5%	?	-13.5%
CC(C)N(Cc1ccccc1)C(=O)/C=C/c1ccccc1[N+](=O)[O-]	-24.0	7.3%	38.0%	9.8%	-8.6%	i	7.1%	?	i
C=CCNc1ncnc2c1cnn2-c1ccc(Cl)cc1	1.5	1.4%	-18.1%	-1.3%	20.9%	i	5.5%	-10.6%	i
CCOP(=O)(c1ccccc1)C1(C#N)CCCC1 (configuration not stated)	0.0	-4.6%	?	0.8%	2.9%	i	-16.5%	-15.7%	17.6%[57.5 µM]
CCN(C(=O)c1c(-c2ccccc2)noc1C)c1ccccc1	6.3	5.3%	23.2%	-1.9%	?	i	2.3%	-23.9%	i
CCOC(=O)c1c(C)[nH]c(C(=O)OCC(=O)Nc2cc(C)ccc2OC)c1C	3.1	-14.9%	8.3%	5.4%	-13.5%	i	3.9%	18.7%	i
O=C(NCC1CCOCC1)c1ccc(OC2CCN(Cc3ccccn3)CC2)cc1	29.7	-0.1%	-17.8%	3.7%	9.1%	i	-1.5%	18.6%	i
CCOC(=O)C(=O)N/N=C/c1ccco1	-1.0	-9.0%	-16.7%	0.9%	-21.1%	i	-5.0%	3.2%	i
Cc1ccc2cc(F)c(F)c(F)c2n1	11.3	-7.5%	-26.4%	-5.6%	?	i	-1.2%	4.3%	-22.2%
Next compounds
SMILES	D3 antag	Abeta rescue	FUS suppressor	GLP1R ag	TDP-43 yeast inh	pAkt inh	aSyn rescue	GLP-1R inv ag	PTHR1 ag
CC(C)CC(c1nnnn1Cc1ccc2c(c1)OCO2)N1CCC(C(N)=O)CC1 (configuration not stated)	-9.4	10.8%	10.3%	11.3%	-12.2%	i	-0.3%	1.1%	i
CCOCCCNCc1cc(Br)ccc1OCc1ccccc1	-26.0	5.9%	nt	0.4%	19.9%	i	6.0%	?	i
CCOc1ccccc1N1CCN(CC(=O)N(C)CC(=O)Nc2ccccc2CC)CC1	0.0	-0.4%	-4.0%	6.8%	-7.3%	i	-6.2%	4.5%	-8.6%
COc1ccc(NC(=O)Cn2ncc3c([nH]c4ccccc43)c2=O)cc1Cl	nt	3.4%	2.1%	nt	20.9%	nt	nt	1.2%	i
Clc1cc(Cl)c2nc(N3CCCC3)sc2c1	4.8	-28.5%	3.2%	42.2%	25.3%	i	3.0%	-13.5%	-15.2%
COc1ccc(NC(=O)c2ccc(Cl)nc2)cc1S(=O)(=O)N1CCOCC1	10.3	-14.4%	-14.6%	-3.1%	17.4%	i	8.7%	-19.2%	-29.6%
COc1cc(/C=C2\SC(=S)N(CCC(=O)N3CCCCC3)C2=O)cc(OC)c1OC	3.1	0.0%	31.5%	5.1%	18.0%	i	0.9%	10µM*	i
CCN(CC)CCCn1c2c(c(SCC(=O)N3CCCc4ccccc43)nc1=O)CCC2	-2.3	-12.7%	24.5%	-3.3%	28.7%	i	-7.5%	-50.6%	-4.6%
Fc1ccc(-n2cnnn2)c(F)c1	-14.2	-0.7%	-26.5%	-1.7%	-28.9%	i	-7.9%	-19.9%	-13.6%[57.5 µM]
COC(=O)c1cc(S(=O)(=O)Nc2cccc(S(N)(=O)=O)c2)oc1C	11.5	9.4%	-3.8%	1.6%	-6.0%	i	3.4%	14.7%	-18.5%
Cc1cccc(-n2c(=O)c3c(c4cc(C)ccc4n3C)n(CC(=O)N3CCCC3)c2=O)c1	nt	-3.2%	11.5%	0.0%	3.6%	nt	nt	5.5%	?
COc1cccc(CC(=O)N2CCCC(CO)(Cc3ccc(F)cc3F)C2)c1 (configuration not stated)	-1.0	-7.1%	12.1%	17.2%	28.0%	i	8.5%	?	-19.3%
CCN(c1ccc(NC(=O)COC(=O)/C=C/c2cccs2)cc1)C(C)C	-1.5	-10.7%	25.6%	-0.1%	6.3%	i	-4.9%	?	-22.2%
O=C(c1ccc(-c2ccccc2)cc1)N1CCN(c2ccccc2)CC1	10.1	-1.9%	-3.9%	7.8%	?	i	-0.9%	21.6%	-36.7%[inhibitor]
CC(C)C(C(=O)NCc1ccco1)N(Cc1ccco1)C(=O)CNS(=O)(=O)c1ccc(F)cc1 (configuration not stated)	-15.2	0.1%	19.4%	13.1%	-4.6%	i	4.4%	-25.4%	i
Cc1c([N+](=O)[O-])c([N+](=O)[O-])nn1CC(=O)N1CCCCC1	-14.7	-2.7%	1.6%	0.1%	5.2%	i	-4.9%	16.7%	i
Cc1ccc(-n2nnc3c(=O)n(CC(=O)N4CCCC4)cnc32)cc1	17.4	2.5%	0.1%	-16.3%	-9.8%	i	-6.3%	7.7%	-5.4%[57.5 µM]
CCOC(=O)Cn1ncc2c3ccccc3n(CC(=O)OCC)c2c1=O	-24.6	-7.6%	-45.0%	0.4%	-13.5%	i	-5.5%	8.2%	?
C[C@H](CO)N1C[C@H](C)[C@@H](CN(C)S(C)(=O)=O)Oc2ccc(NC(=O)C3CCCCC3)cc2C1=O	19.9	7.7%	0.2%	-0.6%	3.4%	i	5.6%	1.1%	-40.8%[inhibitor]

Grouped by structure: the entries above with an aryl methoxy group
SMILES	D3 antag	Abeta rescue	FUS suppressor	GLP1R ag	TDP-43 yeast inh	pAkt inh	aSyn rescue	GLP-1R inv ag	PTHR1 ag
COc1ccc(NC(=O)C2CCCN(c3cnccn3)C2)c(OC)c1 (configuration not stated)	-16.7	2.9%&-2.9%	12.1%&-1.9%	-4.1%	7.4%&20.0%	i	0.1%	15.5%&6.3%	8.0%
COc1ccc(N(CC(=O)N2CCN(c3ccc(F)cc3)CC2)S(=O)(=O)c2c(C)nn(C)c2C)cc1	nt	6.6%	39.8%	0.5%	0.0%	nt	nt	8.8%	i
CCOC(=O)c1c(C)[nH]c(C(=O)OCC(=O)Nc2cc(C)ccc2OC)c1C	3.1	-14.9%	8.3%	5.4%	-13.5%	i	3.9%	18.7%	i
COc1ccc(NC(=O)Cn2ncc3c([nH]c4ccccc43)c2=O)cc1Cl	nt	3.4%	2.1%	nt	20.9%	nt	nt	1.2%	i
COc1ccc(NC(=O)c2ccc(Cl)nc2)cc1S(=O)(=O)N1CCOCC1	10.3	-14.4%	-14.6%	-3.1%	17.4%	i	8.7%	-19.2%	-29.6%
COc1cc(/C=C2\SC(=S)N(CCC(=O)N3CCCCC3)C2=O)cc(OC)c1OC	3.1	0.0%	31.5%	5.1%	18.0%	i	0.9%	10µM*	i
COc1cccc(CC(=O)N2CCCC(CO)(Cc3ccc(F)cc3F)C2)c1 (configuration not stated)	-1.0	-7.1%	12.1%	17.2%	28.0%	i	8.5%	?	-19.3%

Assay outcomes (PubChem)

Only part of the results is shown. The share of hits here may be higher or lower than overall.
